# Compound activity from PubChem BioAssay.
# p97 ATPase inh = blocks human p97 ATPase activity; recombinant p97 ATPase, Kinase-Glo ATP luminescence, 3 h; inhibition, % at 8 µM; hit rate 0.42% among 220,000; AID 1481; P55072; in the data active = inhibition above about 15%;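 also: 0% = DMSO vehicle and 100% = wells lacking enzyme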
# Wee1 stabilizer = inhibitors of human Wee1 degradation; P30291; HeLa Luc-Wee1K328M stability, luciferase luminescence; 100% = proteasome inhibitor MG132 effect; reporter increase, % at 5 µM; hit rate 1.2% among 220,000; AID 1321;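 active = activation above the mean of all tested compounds plus 3 SD, set per screening run, cut at about 8.8% in these data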;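 also: cells exposed to compound for 20 h before luminescence read; 0% = DMSO alone and 100% = MG132 at 30 µM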
# KLK5 inh = blocks human kallikrein 5 protease activity. Q9Y337. recombinant hK5, fluorogenic AMC substrate cleavage. inhibition, % at 5 µM. hit rate 0.59% among 210,000. AID 873;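 active = inhibition of 40% or more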;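 also: 0% = enzyme controls without compound and 100% = no-enzyme blanks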
# eIF4E-4G inh = inhibitors of eIF4E and eIF4G interaction in translation initiation; TR-FRET eIF4E-eIF4GI(517-606) binding, 2 h; P63073+Q04637; AID 782; hit rate 0.37% among 220,000; inhibition, % at 21.7 µM;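 active = inhibition above about 30%, limit read from the data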;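 also: 0% = full FRET control wells and 100% = background wells lacking eIF4GI fragment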
# FXIa inh 1536 = factor XIa (human) inhibition; P03951; purified FXIa, Boc-Glu-Ala-Arg-AMC fluorogenic substrate; inhibition, % at 5 µM; hit rate 0.14% among 220,000; AID 798;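 active = inhibition of at least 40%; inactive = inhibition below 40%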;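 also: fluorescence of freed AMC excited at 355 nm; 0% = enzyme without compound and 100% = no enzyme blank; many of its hits are not listed in these tables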
# FXIIa inh 1536 = factor XIIa (human) inhibition; AID 800; P00748; purified FXIIa, Boc-QGR-AMC fluorogenic substrate, 2 h; inhibition, % at 5 µM; hit rate 0.3% among 220,000; in the data active = inhibition above about 40%;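 also: 0% = enzyme with no compound and 100% = blank without enzyme; many of its hits are not listed in these tables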
# Mdm2 ligase inh = Mdm2 E3 ligase (human) inhibition; cell-based MDM2 ubiquitination luciferase reporter, 2 h; 0 = plate control, 100 = twice control, blank-subtracted; signal enhancement, % at 5 µM; hit rate 0.11% among 210,000; AID 1230;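 active = signal enhancement of 30% or more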;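 also: luminescence tracks abundance of the self-degrading MDM2-luciferase fusion protein; higher signal means inhibition of MDM2 E3 ligase activity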
# Target sequence (Q00987 whole entry, looked up, the tested form may be a part): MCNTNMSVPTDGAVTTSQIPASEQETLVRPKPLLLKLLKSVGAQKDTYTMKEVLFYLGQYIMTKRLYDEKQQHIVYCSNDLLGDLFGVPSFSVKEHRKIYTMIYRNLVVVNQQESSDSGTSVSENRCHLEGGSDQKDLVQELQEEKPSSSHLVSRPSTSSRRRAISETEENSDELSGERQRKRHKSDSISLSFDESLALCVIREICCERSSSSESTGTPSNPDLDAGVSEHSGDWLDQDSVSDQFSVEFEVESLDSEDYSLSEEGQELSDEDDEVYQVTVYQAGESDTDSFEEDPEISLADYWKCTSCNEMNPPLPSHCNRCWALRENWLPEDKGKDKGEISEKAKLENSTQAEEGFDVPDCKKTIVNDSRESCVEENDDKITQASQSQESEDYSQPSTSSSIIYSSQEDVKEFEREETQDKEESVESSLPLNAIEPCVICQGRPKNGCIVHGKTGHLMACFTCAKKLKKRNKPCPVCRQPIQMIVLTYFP
#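 system = mammalian cells stably expressing self-ubiquitinating, self-degrading MDM2 E3–luciferase fusion | quantity = 2000 cells per well seeded | incubation = 4 h cell settling then 2 h compound exposure, 37 °C | signal = SteadyLite luminescence, 15 min reagent step | benchmarks = plate control and blank wells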
# 14-3-3 Bad inh = disrupts binding of bovine 14-3-3 zeta to phospho-Bad peptide; TR-FRET 14-3-3zeta/Dy647-pBad peptide displacement, 1 h; inhibition, % at 21.7 µM; hit rate 0.71% among 220,000; P63103;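 active = inhibition above about 70%, limit read from the data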;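 also: 0% = full 14-3-3 plus peptide FRET controls and 100% = background without 14-3-3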
# Target sequence (P63103 whole entry, looked up): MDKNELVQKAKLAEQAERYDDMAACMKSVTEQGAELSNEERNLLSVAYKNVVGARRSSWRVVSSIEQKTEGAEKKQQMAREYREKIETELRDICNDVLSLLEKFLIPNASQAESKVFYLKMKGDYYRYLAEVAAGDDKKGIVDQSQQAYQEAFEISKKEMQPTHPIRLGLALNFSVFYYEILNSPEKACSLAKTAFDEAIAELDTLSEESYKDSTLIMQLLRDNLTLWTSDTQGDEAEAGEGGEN
# Rad51 HR inh = blocks human Rad51 in homologous recombination. Q06609. hRad51 DNA strand exchange, fluorescence dequenching. inhibition, % at 10 µM. hit rate 0.085% among 200,000. AID 1385;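 active = inhibition above 40% at the single screening dose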;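 also: 0% = DMSO control wells and 100% = blanks with heterologous ssDNA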
# Target sequence (Q06609 whole entry, looked up): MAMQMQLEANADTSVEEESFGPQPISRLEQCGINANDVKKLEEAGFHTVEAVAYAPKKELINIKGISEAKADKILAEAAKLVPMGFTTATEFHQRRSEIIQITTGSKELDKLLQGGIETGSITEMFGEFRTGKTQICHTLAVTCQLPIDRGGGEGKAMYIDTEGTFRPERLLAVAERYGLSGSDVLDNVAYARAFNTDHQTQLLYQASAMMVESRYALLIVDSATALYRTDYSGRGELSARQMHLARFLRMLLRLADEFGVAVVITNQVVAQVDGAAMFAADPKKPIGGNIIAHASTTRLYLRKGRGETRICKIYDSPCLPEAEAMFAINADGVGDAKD
#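 Assay system: Human Rad51 nucleoprotein filaments preassembled on unlabelled ssDNA | Reagent: Donor/quencher-labelled 47-bp dsDNA substrate | Doses: One concentration, 10 µM final | Times: 37 °C 15-min filament assembly, 30-min compound preincubation, 15-min exchange | Technique: Fluorescein emission 520 nm, excitation 485 nm | Benchmarks: Plate control and blank wells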
# Numbers without * were called inactive; . = not tested or not shown; [ ] = remark or other dose.
SMILES	p97 ATPase inh	Wee1 stabilizer	KLK5 inh	eIF4E-4G inh	FXIa inh 1536	FXIIa inh 1536	Mdm2 ligase inh	14-3-3 Bad inh	Rad51 HR inh
COc1ccc([N+](=O)[O-])cc1NC(=O)CCCOc1ccccc1	2	3	-9	5	8	17	-7	-3	8
Cc1ccc(NC(=O)c2ccc3ccccc3n2)nc1	-3	4	-6	0	-5	5	0	11	0
CC(=O)Nc1ccc(NC(=O)/C(=C/c2ccco2)NC(=O)c2ccccc2)cc1	8	0	.	-1	2	12	.	-6	.
COC(=O)c1ccccc1C(=O)N1CCOCCN(C(=O)c2ccccc2C(=O)OC)CCOCC1	-5	0	1	8	6	4	-25	5	-12
COCc1cc(=O)[nH]c(SCC(=O)Nc2ccccc2)n1	4	0	-8	9[fluorescence artefact?]	7	23	2	-10[fluorescence artefact?]	-5
COc1ccc(C)cc1NC(=O)CSc1nc(SC)ns1	1	3	-4	-29	3	20	-18	-3	-6
COc1ccc(CC(=O)c2ccc(OC)c(OC)c2)cc1	4	1	-2	-2[fluorescence artefact?]	2	13	19	4	-47
Cc1ccc(OCC(=O)c2cc(C)n(C3CC3)c2C)c([N+](=O)[O-])n1	2	2	-2	3	13	11	-16	8[fluorescence artefact?]	11
COC(C[C@H]1O[C@H]1C(=O)COCc1ccccc1)OC	.	.	3	4	0	7	10	-2	9
Cc1cc(C)cc(N=c2c([N+](=O)[O-])nn(-c3ccc4c(c3)OCCO4)n2O)c1	-2	0	-17	-1	-1	10	-17	7	6
COc1ccc(/C=C/C(=O)OCc2cc(=O)n3c(n2)sc2ccccc23)cc1	6	0	12	1	9	-6	0	4	1
O=C(c1cc(=O)[nH]c2ccccc12)N1CCN(S(=O)(=O)c2ccc3ccccc3c2)CC1	-1	-1	5	5	2	-1	16	2[fluorescence artefact?]	10
Cn1c(Cc2ccccc2)nnc1SCc1ccc(C(=O)O)cc1	-6	-4	-16	-3	-2	2	-8	-7	.
CCOc1cccc(OCCOc2ccccc2[N+](=O)[O-])c1	-2	-2	-2	4	9	3	-8	-12	5
COc1ccc(C(C#N)(CCC#N)CCC#N)cc1OC	9	1	8	2	7	0	14	0	3
Cc1ccc(NC(=O)c2cc(NC(=O)C3CC=CCC3C(=O)O)ccc2N2CCOCC2)cc1Cl (stereo not drawn)	-3	-1	-11	5[fluorescence artefact?]	5	15	-60	8[fluorescence artefact?]	-8
CC(=O)Nc1ccc(NC(=O)[C@@H]2CCCC[C@@H]2C(=O)O)cc1	8	-2	.	3	3	13	.	-5	.
Cc1ccc(/C=C/C(=O)N2CCN(c3ncccn3)CC2)o1	0	7	-6	2	7	10	-1	0	21
Cc1nc2ccc(NC(=O)N3CCCCC3)cc2s1	2	-2	-8	-4	0	17	-1	0	-2
CCOc1cc(/C=N/n2cnnc2)c(Br)cc1O	6	-4	-11	3[fluorescence artefact?]	6	11	-11	5	-2
COC(=O)NCCOC(=O)N(O)c1ccc(Br)cc1	-3	1	-28	-12	-2	12	5	4	-14
O=C(COc1ccc2c(c1)OCO2)NC12CC3CC(CC(C3)C1)C2	-9	0	-1	3	0	3	-4	-6[fluorescence artefact?]	0
CN(C)S(=O)(=O)c1ccc(NC(=O)CSc2n[nH]c(=O)n2C2CC2)cc1	3	4	3	-2	0	11	-23	-1	14
O=C(Nc1ccccc1)c1ccc2nc(-c3ccco3)c(-c3ccco3)nc2c1	11	0	2	0	-3	7	.	-6	.

# 2 entries picked at random from those above:
SMILES	p97 ATPase inh	Wee1 stabilizer	KLK5 inh	eIF4E-4G inh	FXIa inh 1536	FXIIa inh 1536	Mdm2 ligase inh	14-3-3 Bad inh	Rad51 HR inh
CN(C)S(=O)(=O)c1ccc(NC(=O)CSc2n[nH]c(=O)n2C2CC2)cc1	3	4	3	-2	0	11	-23	-1	14
Cc1nc2ccc(NC(=O)N3CCCCC3)cc2s1	2	-2	-8	-4	0	17	-1	0	-2

# Carrying on.
SMILES	p97 ATPase inh	Wee1 stabilizer	KLK5 inh	eIF4E-4G inh	FXIa inh 1536	FXIIa inh 1536	Mdm2 ligase inh	14-3-3 Bad inh	Rad51 HR inh
CC(C)NCc1cccc([N+](=O)[O-])c1	5	0	-3	-1	5	5	-13	18[fluorescence artefact?]	4
CCOC(=O)CSc1nc2ccccc2c(=O)n1-c1ccc(C(=O)NCCOC)cc1	5	4	3	5	0	-7	-18	8	-2
O=C(OCC(O)CN1CCCCC1)C12CC3CC(CC(C3)C1)C2 (stereo not drawn)	1	3	3	-6[fluorescence artefact?]	-8	-6	-8	28[fluorescence artefact?]	6
CCOC(=O)C1CCCN(c2c(NCCCN(CC)c3cccc(C)c3)c(=O)c2=O)C1 (stereo not drawn)	-5	-4	-10	-9	0	8	-14	-10[fluorescence artefact?]	14
COc1ccc(-c2nc(CS(=O)CC(=O)NCc3ccccn3)c(C)o2)cc1 (stereo not drawn)	2	-2	-11	-1	2	13	-20	3[fluorescence artefact?]	.
Cc1ccc(-c2nn(CCC#N)cc2C=C(C#N)C#N)cc1	0	-1	-7	1	3	13	-1	5	-7
CN1C(=O)C(C(=O)Nc2ccccc2F)c2ccccc21 (stereo not drawn)	2	1	-10	3	5	12	-8	26[fluorescence artefact?]	.
CCCCNC(=S)Nc1cc(S(=O)(=O)N2CCCCC2)ccc1C	-5	0	-2	-1	2	10	-14	-10	.
CCOc1cccc2cc(C(N)=O)c(=NCc3ccccc3)oc12	-5	-4	10	5	2	14	-16	-3	0
NC(=O)CN1C(=O)C2CCCCN2C(=O)c2ccccc21 (stereo not drawn)	7	0	-24	-4	-5	10	-17	-7	-7
Clc1cccc(Cl)c1/C=N\Nc1nccs1	3	0	12	10	-10	-2	-29	-10	-6
CCC(=S)/C=C1\Sc2ccc3ccccc3c2N1CCCS(=O)(=O)O	1	0	-9	.	-4	1	-12	.	1
Cc1ccc(C(=O)NCc2ccc(Cl)cc2)o1	4	-2	2	1	5	14	-17	-5	1
O=C(/C=C/c1ccc(Cl)cc1)Nc1nccs1	-4	13*	0	6	-2	7	-35	-14	4
Cc1c(Nc2cc(N3CCCCCC3)c3nonc3c2[N+](=O)[O-])c(=O)n(-c2ccccc2)n1C	5	1	-13	-1	4	11	6	-4	-4
Cc1ccc(S(=O)(=O)NN2C(=O)/C(=C/c3ccccn3)SC2=S)cc1	0	-1	9	0	16	18	-12	12[fluorescence artefact?]	-2
O=C(COC(=O)c1ccccc1C(=O)c1ccccc1)NCc1ccc(F)cc1	-4	-2	-15	0	-1	7	-4	-5	1
O=C(Nc1c(C(=O)N2CCOCC2)cnn1-c1ccccc1)c1ccco1	3	0	0	-4	0	2	-16	-2	-2
COc1ccc(-c2csc(NC(=O)c3ccco3)n2)cc1	-1	6	13	5	4	8	-5	8[fluorescence artefact?]	2
CSc1nc(N)nc(N(C)C)n1	4	2	-2	-2	1	7	-10	-22	2
O=C(N/N=C/c1ccc(O)cc1O)c1ccc(CN2C(=O)c3cccc4cccc2c34)cc1	8	5	-7	0	-1	7	-6	-15	4
CCC(=O)N1N=C(c2ccc(NS(C)(=O)=O)cc2)CC1c1ccc(N(C)C)cc1 (stereo not drawn)	2	4	-23	3	-5	6	2	-10	8
CC(=O)c1ccc(OCC(C)C)c(Cc2c(O)nc(N)[nH]c2=O)c1	6	3	1	0	7	18	-8	-16	1
O=C(NCc1cccs1)c1cccnc1C(=O)O	3	1	-4	1	-5	6	-8	4[fluorescence artefact?]	-1
CCCC[n+]1ccc(-c2nc3ccc([N+](=O)[O-])cc3[nH]2)cc1	3	6	-6	11	4	10	-4	17	-22
C=CCN1C=CC(=C/C=C(/C#N)C(=O)OCC)C=C1	4	0	3	3	16	21	-38	-14[fluorescence artefact?]	-275
CCC(=O)Nc1cc(OC)cc(OC)c1	-3	1	4	0	-4	0	-14	-2	30
O=C(Cn1c(C(F)(F)F)nc2ccccc21)Oc1cccc(C(F)(F)F)c1	7	5	-23	2	8	16	-14	10	17
COc1ccc(OCCCNCCc2ccccc2)cc1	0	-3	-18	-8	-6	-1	-14	-7	17
CCC(C)c1ccc(NC(=S)NC2CCN(Cc3ccccc3)CC2)cc1 (stereo not drawn)	0	2	-11	2	7	12	-1	-11	-1
CC(=O)Nc1ncc(Cc2cc(Cl)ccc2Cl)s1	-1	-1	2	2	-1	4	-30	11	2
O=C(NCCc1ccccc1)/C(=C\c1ccc([N+](=O)[O-])cc1)NC(=O)c1ccc(Br)cc1	0	0	-11	6	1	0	5	-3	14

# Given with values under each structure: 7 of the compounds above
# Values in the order: p97 ATPase inh	Wee1 stabilizer	KLK5 inh	eIF4E-4G inh	FXIa inh 1536	FXIIa inh 1536	Mdm2 ligase inh	14-3-3 Bad inh	Rad51 HR inh
- C=CCN1C=CC(=C/C=C(/C#N)C(=O)OCC)C=C1
 : 4	0	3	3	16	21	-38	-14[fluorescence artefact?]	-275
- CCC(=O)Nc1cc(OC)cc(OC)c1
 : -3	1	4	0	-4	0	-14	-2	30
- O=C(Cn1c(C(F)(F)F)nc2ccccc21)Oc1cccc(C(F)(F)F)c1
 : 7	5	-23	2	8	16	-14	10	17
- COc1ccc(OCCCNCCc2ccccc2)cc1
 : 0	-3	-18	-8	-6	-1	-14	-7	17
- CCC(C)c1ccc(NC(=S)NC2CCN(Cc3ccccc3)CC2)cc1 (stereo not drawn)
 : 0	2	-11	2	7	12	-1	-11	-1
- CC(=O)Nc1ncc(Cc2cc(Cl)ccc2Cl)s1
 : -1	-1	2	2	-1	4	-30	11	2
- O=C(NCCc1ccccc1)/C(=C\c1ccc([N+](=O)[O-])cc1)NC(=O)c1ccc(Br)cc1
 : 0	0	-11	6	1	0	5	-3	14

# Next entries
SMILES	p97 ATPase inh	Wee1 stabilizer	KLK5 inh	eIF4E-4G inh	FXIa inh 1536	FXIIa inh 1536	Mdm2 ligase inh	14-3-3 Bad inh	Rad51 HR inh
CN1CCN(CC(O)(c2ccc(Cl)cc2)c2ccc(Cl)cc2)CC1	-6	-2	2	-4	-1	8	-5	-7	7
COc1ccc(OC)c(/C=N/NC(=O)CN2CCSCC2)c1	6	-1	-8	1[fluorescence artefact?]	1	6	-3	12	.
COc1ccc(CC(=O)Nc2ccccc2C(=O)N2CCOCC2)cc1OC	6	-3	-13	8[fluorescence artefact?]	4	16	5	8[fluorescence artefact?]	0
Cc1ccc(-c2csc(NC(=O)/C=C/c3ccco3)c2C(=O)O)cc1	4	1	-5	-1	0	2	-46	-8	17
Cc1ccccc1NC(=O)CN1C(=O)COc2ccc(Cl)cc21	15*	-1	1	-5	1	12	-14	8	-2

# Among those listed so far, these contain fluorine.
SMILES	p97 ATPase inh	Wee1 stabilizer	KLK5 inh	eIF4E-4G inh	FXIa inh 1536	FXIIa inh 1536	Mdm2 ligase inh	14-3-3 Bad inh	Rad51 HR inh
CN1C(=O)C(C(=O)Nc2ccccc2F)c2ccccc21 (stereo not drawn)	2	1	-10	3	5	12	-8	26[fluorescence artefact?]	.
O=C(COC(=O)c1ccccc1C(=O)c1ccccc1)NCc1ccc(F)cc1	-4	-2	-15	0	-1	7	-4	-5	1
O=C(Cn1c(C(F)(F)F)nc2ccccc21)Oc1cccc(C(F)(F)F)c1	7	5	-23	2	8	16	-14	10	17
